From PubChem
CAL PDZ FP-1 = CAL PDZ peptide-binding inhibitors, primary screen, biochemical, fluorescence polarization, Cer-tagged CAL PDZ, HTS; Golgi-associated PDZ and coiled-coil motif-containing protein (Homo sapiens), Q9HD26; purified CAL PDZ, TMR-peptide fluorescence polarization, 1 h; inhibition, % at 20 µM; 330,000 compounds, 0.02% hits; AID 504414, 2011;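 active means highest replicate inhibition of at least 40%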;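 further: plate controls were DMSO neutral control wells for no effect and unlabeled competitor peptide control wells for full effect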
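System: tagged CAL PDZ domain. Schedule: 1 h room-temperature incubation prior to read. Signal: fluorescence polarization (mP). Measure: percent inhibition from loss of millipolarization.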
PKA-R2B activ = activators of PKA-R2B holoenzyme, primary screen, biochemical, fluorescence polarization, Cy5-IP20, human. cAMP-dependent protein kinase catalytic subunit beta (Homo sapiens) + cAMP-dependent …. PKA-R2B holoenzyme dissociation; R2B truncated from residue 108, S112A mutant; 0% DMSO only, 100% 113 µM cGMP. activation, % at 11.4 µM. 340,000 compounds, 0.079% hits;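 active means activation above a cutoff set at the mean over all compounds plus 3 SD, cut at about 18% in these data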;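 further: higher means more holoenzyme dissociation and a rise in polarization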
Cardiac RTF inh = cardiac RTF calcium sensitivity inhibitors, primary screen, biochemical, IANBD-TnC fluorescence, EC70 calcium; Troponin I, cardiac muscle (Homo sapiens) + Troponin T, cardiac muscle (Homo sapiens) + …; IANBD-labeled cardiac RTF, Ca2+ fluorescence; inhibition, % at 7.15 µM; 340,000 compounds, 0.12% hits;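 active means inhibition above the mean inhibition of all tested compounds plus 3 SD, cut at about 17% in these data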;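 further: assay run at fixed EC70 calcium of 1.6 mM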
Keap1-Nrf2 PPI = Keap1-Nrf2 protein-protein interaction inhibitors, primary screen, biochemical, fluorescence polarization, single point; Kelch-like ECH-associated protein 1 (Homo sapiens), Q14145; Keap1 Kelch-Nrf2 peptide fluorescence polarization, 1536-well; inhibition, % at 9.4 µM; 340,000 compounds, 0.15% hits; AID 504523, 2011; in the data active means inhibition above about 12%;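 further: human Keap1 Kelch domain with fluorescein labeled Nrf2 9mer peptide probe; 0% = neutral control wells and 100% = peptide positive control; higher means more block of Keap1 binding to Nrf2 peptide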
LANA DNA inh = inhibitors of KSHV C-LANA binding to DNA, primary screen, biochemical, fluorescence polarization, FAM-LBS DNA, MBP-C-LANA, single point; Kaposi's sarcoma herpesvirus LANA C-terminal domain (residues 932-1162) DNA binding; inhibition, % at 9 µM; 340,000 compounds, 0.078% hits;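 active means highest replicate inhibition at or above 60% at 9 µM, even if other replicates fall short; inactive means all replicates below 60% inhibition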;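 further: 0% = neutral control wells and 100% = 4 µM acridine orange control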
SR-BI uptake up = activators of SR-BI mediated DiI-HDL uptake, primary screen, ldlA[mSR-BI] CHO cells, DiI fluorescence. 3 h; 100 = double the neutral-control signal. activation, % at 12.5 µM. 320,000 compounds, 0.096% hits. AID 504775, 2011;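 active means mean replicate activation of at least 60% and every replicate at or above 60%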;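 further: 0% = median plate neutral-control signal and 100% = twice that signal; values of inactives mirror those of a sister screen read the other way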
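Material – SR-BI-overexpressing, LDLR-lacking CHO cells · Medium – BSA-supplemented, HEPES-buffered Ham's F12, pH 7.4 · Doses – single concentration · Times – compound with DiI-HDL co-incubation, 3 h at 37 °C · Measured by – bottom-read fluorescence, 550/595 nm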
Rtt109 Vps75 = inhibitors of C. albicans Rtt109/Vps75 HAT, primary screen, biochemical, ThioGlo CoA-SH fluorescence, plate reader; Histone acetyltransferase RTT109 (Candida albicans (strain SC5314 / ATCC MYA-2876)), …; purified Rtt109/Vps75, 4 h; inhibition, % at 34.9 µM; 330,000 compounds, 0.16% hits;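 active means inhibition of at least 50% in every replicate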
Target sequence (Q5AAJ8 whole entry, looked up): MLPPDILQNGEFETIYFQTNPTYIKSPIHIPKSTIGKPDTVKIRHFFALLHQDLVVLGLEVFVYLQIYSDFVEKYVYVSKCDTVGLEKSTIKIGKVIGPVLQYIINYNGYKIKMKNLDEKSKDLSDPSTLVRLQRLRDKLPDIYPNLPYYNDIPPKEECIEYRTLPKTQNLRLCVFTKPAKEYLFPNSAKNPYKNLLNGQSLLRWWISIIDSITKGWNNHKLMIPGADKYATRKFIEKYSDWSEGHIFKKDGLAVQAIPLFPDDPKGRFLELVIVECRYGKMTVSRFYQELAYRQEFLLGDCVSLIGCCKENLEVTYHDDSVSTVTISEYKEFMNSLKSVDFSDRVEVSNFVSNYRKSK
CAL PDZ FP-2 = untagged CAL PDZ binding inhibitors, primary screen, biochemical, fluorescence polarization, HTS; Golgi-associated PDZ and coiled-coil motif-containing protein (Homo sapiens), Q9HD26; purified CAL PDZ, TMR-peptide fluorescence polarization, 1 h; inhibition, % at 24.9 µM; 300,000 compounds, 0.92% hits; AID 602252, 2012;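 active means mean inhibition of at least 30% with at least half of replicates also reaching 30%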;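 further: 0% = DMSO neutral control and 100% = excess unlabeled competitor peptide PRC23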
cardiac RTF act = cardiac RTF calcium sensitivity activators, primary screen, biochemical, IANBD-TnC fluorescence, EC20 calcium; Troponin I, cardiac muscle (Homo sapiens) + Troponin T, cardiac muscle (Homo sapiens) + …; IANBD-labeled TnC RTF fluorescence at EC20 calcium; 0% EC20 calcium, 100% full calcium; activation, % at 7.2 µM; 340,000 compounds, 0.24% hits; AID 493008, 2010;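 active means activation above the mean over all tested compounds plus 3 SD, cut at about 30% in these data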;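 further: rise in fluorescence read as greater calcium sensitivity of cardiac thin filaments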
DAGLB inhibitor = DAGLB lipase inhibitors, primary screen, biochemical, fluorescence, HTS. inhibition, % at 5.17 µM. HEK293T DAGLB membrane lysate, EnzChek fluorogenic substrate. 340,000 compounds, 0.059% hits; in the data active means inhibition above about 34%;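 further: 0% = enzyme with vehicle and 100% = wells lacking enzyme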
Target sequence (Q8NCG7 whole entry, looked up): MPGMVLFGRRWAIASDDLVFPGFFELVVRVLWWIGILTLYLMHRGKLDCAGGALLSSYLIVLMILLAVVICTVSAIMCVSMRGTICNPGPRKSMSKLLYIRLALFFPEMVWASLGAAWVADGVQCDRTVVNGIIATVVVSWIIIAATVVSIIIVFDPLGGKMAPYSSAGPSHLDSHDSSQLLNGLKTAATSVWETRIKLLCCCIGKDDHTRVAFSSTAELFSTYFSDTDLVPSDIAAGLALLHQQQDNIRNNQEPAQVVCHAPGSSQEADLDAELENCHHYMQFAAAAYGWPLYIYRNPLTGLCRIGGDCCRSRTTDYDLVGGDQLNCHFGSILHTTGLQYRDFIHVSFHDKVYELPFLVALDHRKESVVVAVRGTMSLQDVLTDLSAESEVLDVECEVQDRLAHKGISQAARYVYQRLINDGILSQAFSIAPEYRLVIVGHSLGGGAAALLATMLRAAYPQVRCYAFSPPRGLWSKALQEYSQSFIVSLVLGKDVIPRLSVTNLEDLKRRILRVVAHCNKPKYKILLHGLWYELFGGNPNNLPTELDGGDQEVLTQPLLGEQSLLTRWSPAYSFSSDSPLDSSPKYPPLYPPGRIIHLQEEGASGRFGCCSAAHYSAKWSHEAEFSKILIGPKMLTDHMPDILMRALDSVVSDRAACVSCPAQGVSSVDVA
Numbers without * were called inactive; / = no result given. Compounds were not picked by outcome. About 1.6% of those tested had a hit in this group.

SMILES,LANA DNA inh,cardiac RTF act,CAL PDZ FP-1,Cardiac RTF inh,SR-BI uptake up,Rtt109 Vps75,CAL PDZ FP-2,Keap1-Nrf2 PPI,PKA-R2B activ,DAGLB inhibitor
O=C(NCCCNC(=O)C(F)(F)C(F)F)C(F)(F)C(F)F,-0.5,-6,-3.6,6,-3,-1,-2,2,-6,3
O=C1C=C(c2ccc(-c3ccccc3)c(F)c2)C[C@@H](c2ccc(Cl)cc2)C1,0.3,0,-1.5,-3,25,1,-4,-1,1,-3
CCn1c(SCC(=O)N2CCc3ccccc32)nnc1-c1c[nH]c2ccccc12,0.2,-1,-0.4,6,-62,-3,3,-7,-6,0
COc1cc(OC)cc(C(=O)Nc2ncc3c(n2)CC(C)(C)CC3=O)c1,0.1,1,-0.4,0,-17,-6,-1,-3,-7,1
COc1ccc(C(=O)Cn2nnc(-c3ccccc3NC(=O)C3CC3)n2)cc1,-2.0,-9,-2.1,-5,11,19,-4,-5,5,1
CCCOC1CCCN(C(=O)CCCn2nnnc2CN2CCOCC2)C1 (centres undefined),0.9,-7,0.2,-2,26,0,/,-4,7,-2
Cc1cc(C)c(C)c(S(=O)(=O)Nc2ccccc2C(=O)NCCCn2ccnc2)c1C,-0.4,-2,1.0,-13,14,0,-2,-1,9,-7
CCCc1cc(=O)oc2cc(OCC(=O)NCCCN3CCCC3=O)ccc12,-0.7,-5,0.6,-2,14,2,/,2,2,-1
COc1ccccc1C(CNC(=O)c1ccc(NS(=O)(=O)c2ccc(C(C)=O)cc2)cc1)N1CCCC1 (centres undefined),-0.8,-2,-0.6,6,-2,19,3,-4,2,-3
O=C(C1CCCCC1)N1CCC(CO)(Cc2ccccc2Cl)CC1,-2.6,0,-3.1,-53,-7,/,-2,-6,-5,0
O=C(Cc1ccccc1[N+](=O)[O-])OCC(=O)c1ccccc1Br,-2.1,-5,-1.0,-2,-12,3,/,1,-2,-5
COC(=O)C1=CN(c2cccc(Cl)c2)C=C(C(=O)OC)C1c1cccc(OC)c1,-1.3,-3,-2.2,-5,2,-106,-5,5,0,1
Cc1ccccc1-c1nc(-c2ccc(Br)o2)no1,1.4,4,-0.2,3,12,-1,-5,-9,-9,-7
COC(=O)c1sc(-c2ccc(C(C)(C)C)cc2)cc1NC(=O)c1ccccc1C(=O)O,2.4,-2,-1.7,1,/,8,-6,3,6,9
COc1ccc(C(=O)NC(=O)N2CCCCC2)cc1,0.6,-6,-3.0,-4,/,6,-3,-2,-11,-1
COc1cc(C2NC(=O)NC(C)=C2C(C)=O)ccc1O (centres undefined),-0.4,-1,-1.2,-7,/,-6,4,2,0,-1
CC(=O)c1c(C)[nH]c(C(=O)O)c1C,-0.6,-5,-1.8,-2,3,-6,-1,1,-10,-2
CCN(CC)S(=O)(=O)c1ccc(C(=O)OCC(=O)NCc2ccco2)cc1,6.7,3,-0.2,-4,16,-9,0,-3,2,0
Cc1ccccc1C(=O)NNC(=O)CCCCC(=O)NNC(=O)c1ccccc1C,2.9,8,-0.4,-5,1,11,2,-2,-9,-4
C=CCNC(=O)C(C)Sc1ccc(Cl)cc1 (centres undefined),0.1,-8,-1.7,-5,29,5,-1,-8,-4,2
Cc1ccc(C)c(N2CCN(C(=O)CCCN3C(=S)NC(C)(C)CC3C)CC2)c1 (centres undefined),-1.5,-10,0.0,-2,16,6,/,0,-8,0
O=C(NCCOc1cccc2cccnc12)c1cccs1,-0.6,2,-2.4,0,9,-8,0,1,-23,1
CCCCC(=O)Nc1cccc(-c2nnc(-c3ccccc3)o2)c1,-4.4,6,-5.1,-3,-33,0,-2,0,-4,-3
CCN(CC)CCn1nc(C)nc1-c1ccccc1O,1.6,7,-1.5,7,18,11,-1,-1,-7,1
COc1ccc(NC(=O)/C(Cl)=C(/Cl)S(=O)(=O)Cc2ccccc2)cn1,1.7,2,-0.3,-6,-9,-1,/,-10,-6,11
COC(=O)c1c(C)[nH]c(C(=O)/C=C/c2ccc(Cl)cc2)c1C,-0.3,-2,-0.3,-8,-1,-3,-1,-6,-4,3
CC1Cc2ccccc2N1C(=O)COC(=O)c1cc(Br)ccc1O (centres undefined),-0.5,-5,-2.6,-7,-12,-12,-3,0,-11,-6
CC(C)(C)CC(C)(C)N1CNC(=S)NC1,0.8,-3,0.6,5,6,-2,/,1,6,1
CCCCn1c(N)c(N(CCOC)C(=O)CC2CCCCC2)c(=O)[nH]c1=O,-0.4,1,-1.5,-7,29,-13,0,0,-7,-1
CC(=O)Nc1ccc(S(=O)(=O)NCCC(=O)OCc2nnc(-c3ccccc3)o2)cc1,-0.3,-1,-1.3,-2,19,-4,-1,-3,-7,2

Quoted at random: two entries already listed.
SMILES,LANA DNA inh,cardiac RTF act,CAL PDZ FP-1,Cardiac RTF inh,SR-BI uptake up,Rtt109 Vps75,CAL PDZ FP-2,Keap1-Nrf2 PPI,PKA-R2B activ,DAGLB inhibitor
COC(=O)c1sc(-c2ccc(C(C)(C)C)cc2)cc1NC(=O)c1ccccc1C(=O)O,2.4,-2,-1.7,1,/,8,-6,3,6,9
CCN(CC)S(=O)(=O)c1ccc(C(=O)OCC(=O)NCc2ccco2)cc1,6.7,3,-0.2,-4,16,-9,0,-3,2,0

(list continues)
SMILES,LANA DNA inh,cardiac RTF act,CAL PDZ FP-1,Cardiac RTF inh,SR-BI uptake up,Rtt109 Vps75,CAL PDZ FP-2,Keap1-Nrf2 PPI,PKA-R2B activ,DAGLB inhibitor
O=C(CN1C(=O)NC2(CCCC2)C1=O)Nc1nc(-c2ccccc2)cs1,-0.7,-9,0.4,-6,-10,-6,8,1,-6,-3
CCC(Oc1ccccc1)C(=O)Nc1cc(C)on1 (centres undefined),-0.2,-5,-0.5,-8,0,-9,-4,3,-3,-3
O=C(O)/C=C\C(=O)Nc1ccc(N2CCN(c3ccc(Cl)cc3)CC2)cc1,-1.9,-1,0.2,5,-9,15,-3,-5,-2,22
C[C@H](NC(=O)Nc1cccc(Br)c1)C(=O)O,0.0,4,-2.9,-10,/,31,2,-5,-3,-2
CCN(N=Nc1cccc([N+](=O)[O-])c1)c1cccc([N+](=O)[O-])c1,0.6,1,-0.9,2,-3,1,-2,5,-2,-13
O=C(O)CC1S/C(=N\N=C2CCCCCCC2)N(c2ccccc2)C1=O (centres undefined),2.6,-2,0.0,-1,-5,-7,0,-1,-8,0
CC(=O)c1cnn(-c2nc3c(C)cccc3s2)c1C,0.2,-1,-0.6,-4,7,-5,-2,2,-6,-12
CCc1cc(C(=O)Nc2cc(S(=O)(=O)N(CC)CC)ccc2N2CCN(C)CC2)sc1C,-1.4,-4,0.6,-9,3,6,9,-2,4,1
O=C(NCCCN1CCCC1=O)Nc1cc(Cl)ccc1Cl,-1.3,-3,-2.7,2,19,12,-1,1,-2,-3
COc1cccc(Nc2nc(-c3cccnc3)cs2)c1,-1.9,3,/,-10,-20,-7,-3,-3,10,-1
O=C(NOC(=O)c1ccccc1Cl)c1cccs1,0.3,-1,-0.6,7,11,/,-3,4,8,-1
Cc1[nH]c2ccccc2c1/C=N/NC(=O)CNC(=O)c1ccc2c(c1)OCCO2,0.6,7,1.3,-7,-13,17,-9,-4,5,-3
CCOC(=O)c1csc(NC(C)=O)n1,-0.7,1,-0.4,4,0,-18,/,2,-10,1
O=C(CCn1nnc2ccccc21)OCC(=O)c1ccc([N+](=O)[O-])cc1,-1.5,-5,-2.1,4,8,-5,-4,-3,-3,0
CN=c1scc(-c2c[nH]c3ccccc23)n1C,0.4,-6,-0.6,-6,13,10,-2,3,-4,-2
O=C(CSc1cn[nH]n1)Nc1ccccc1F,-1.1,4,-1.1,-11,13,2,-3,-1,8,-1
CCOC(=O)c1c(C)[nH]c(C)c1S(=O)(=O)NC(C)Cc1ccco1 (centres undefined),-0.6,2,-1.4,2,-10,18,-1,-1,1,2
COc1ccc([N+](=O)[O-])cc1NS(=O)(=O)c1cccc(C(=O)O)c1,-0.3,-2,0.2,-8,/,4,3,-3,-3,0
CN(C)/C=N/c1ncc(C(=O)c2ccc3ccccc3c2)s1,0.1,-5,-3.0,-3,-2,-15,/,0,-1,-3
Cc1ccc(-n2c(C)cc(C=C3C(=O)CC(C)(C)CC3=O)c2C)cc1,0.0,5,-0.5,12,26,1,1,0,-2,-2
COc1ccc(S(=O)(=O)N2CCCC(C(=O)NC3CCCCC3)C2)cc1 (centres undefined),-2.2,2,-0.4,3,9,-3,-3,2,0,-4
CCN(CC)CC(=O)Nc1ccc(-c2ccc(NC(=O)CN(CC)CC)c(OC)c2)cc1OC,-1.2,-2,-3.2,-10,-50,10,-4,-3,-2,-2
CC(C)CN1C(=O)NC(NC(=O)c2ccco2)(C(F)(F)F)C1=O (centres undefined),0.4,-4,0.0,-8,/,13,-1,0,4,2
CC12CCC(C(=O)NCCCn3ccnc3)(OC1=O)C2(C)C (centres undefined),0.1,4,-0.2,-2,27,10,2,-1,-11,-2
Cc1cccc(OCC(O)Cn2c(N3CCCCC3)nc3c2c(=O)[nH]c(=O)n3C)c1 (centres undefined),-0.9,-2,-2.1,-10,9,3,-2,-4,1,-2
Cc1ccc(-n2nnc3c(SCC(=O)NCc4ccco4)ncnc32)cc1,0.8,6,-0.3,-6,13,-24,-1,-5,-4,-7
O=C(N/N=C/c1cccc([N+](=O)[O-])c1)c1ccccc1-n1cccc1,-2.7,1,-0.3,0,-17,2,0,-2,-12,1
O=S(=O)(CCN1CCN(c2ccccn2)CC1)c1ccc(F)cc1,0.3,2,0.1,1,-8,12,-2,-3,-6,-2
